Source: PubChem BioAssay
Rhodamine autofl: qHTS Assay for Spectroscopic Profiling in Rhodamine Spectral Region. AID 594, 2007. max dye-equivalent concentration, M. 59,000 tested, 0.05% active. Rhodamine-region fluorescence, 547/598 nm, Tris buffer; hits give high values; in the data active means max dye-equivalent concentration above about 11 nM; inconclusive means between about 1.1 nM and that limit
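Compounds in 100 mM Tris buffer, pH 8.0, were incubated 15 min at room temperature, then read at 547 nm excitation and 598 nm emission. Fluorescence was normalized against a per-plate six-point rhodamine standard curve as dye-equivalent concentration.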
BRCT PPI red: qHTS Assay for Inhibitors of BRCT-Phosphoprotein Interaction (Red Fluorophore); 75,000 tested, 0.03% active; AID 892, 2007; Breast cancer type 1 susceptibility protein (Homo sapiens), P38398; BRCT-phosphopeptide binding, red fluorescence polarization; Potency, µM (series often up to 76.9 µM), without a hit: at the top dose activity change, negative = inhibition, most hits filed as inhibitors; further: on the % scale 0 is the no-effect control and ±100 the full control effect
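Fluorescence polarization: 100 nM His-tagged BRCA1 BRCT with 100 nM TAMRA-labelled phospho-BACH1 decapeptide, phosphate buffer pH 7.3 with 150 mM NaCl, DTT, 0.01% Tween 20; 12 min RT. Binding inhibition seen as FP decrease.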
BRCT PPI green: qHTS Assay for Inhibitors of BRCT-Phosphoprotein Interaction (Green Fluorophore); 75,000 tested, 0.05% active; BRCA1 BRCT-phosphopeptide binding, green fluorescence polarization; AID 875, 2007; Breast cancer type 1 susceptibility protein (Homo sapiens), P38398; Potency, µM (highest dose often 76.9 µM), without a hit: at the top dose activity change, negative = inhibition, actives largely listed as inhibitors;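 further: potency means the concentration at half of the fitted maximal effect; plate controls were peptide without protein for full effect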
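Fluorescence polarization: His-tagged BRCT (~35 kDa BRCA1 C-terminus, 250 nM) bound to 100 nM fluorescein-labeled phosphorylated 10-aa BACH1 peptide, pH 7.3 phosphate buffer with DTT and Tween 20. Compounds incubated 12 min at room temperature; inhibition read as lowered polarization.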
Caspase-7 inhib: qHTS Assay for Allosteric/Competitive Inhibitors of Caspase-7. 75,000 tested, 0.02% active. Potency, µM (top dose mostly 57.5 µM), without a hit: at the top dose activity change, negative = inhibition, actives largely listed as inhibitors. recombinant caspase-7, Ac-DEVD-AFC fluorescence rate. P55210; active means well fitted inhibition curve with a large enough effect in the main read-out, with a control signal flat, not every such curve was filed as active; inconclusive means small, poorly fitted or top-dose-only effect, or a change in a side signal; further: potency means the concentration at half of the fitted maximal effect; % of control where 0% means no effect
DNA Pol III inh: qHTS Assay for Inhibitors of DNA Polymerase III Holoenzyme System; reconstituted DNA polymerase III holoenzyme replication, biochemical; Potency, µM (series often up to 57.1 µM), for inactives: at the highest dose activity change, negative = inhibition; 71,000 tested, 0.25% active; AID 603, 2007; further: potency means the concentration at half of the fitted maximal effect; on the % scale 0 is the no-effect control and ±100 the full control effect
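Reconstituted *E. coli* holoenzyme (0.35 nM Pol III, 1 nM beta, 154 nM SSB, 2 nM primase) was preincubated with compound for 15 min at RT. Synthesis on 1.4 nM ssM13Gori ran 35 min, then was stopped with PicoGreen/EDTA and read as dsDNA fluorescence.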
Caspase-1 inhib: qHTS Assay for Allosteric/Competitive Inhibitors of Caspase-1 | 75,000 tested, 0.03% active | Caspase-1 enzyme, Ac-WEHD-AFC fluorogenic rate | Potency, µM (top dose mostly 57.5 µM), without a hit: at the top dose activity change, negative = inhibition, usual class: inhibitors | P29466;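 further: potency means the concentration at half of the fitted maximal effect; plate controls were vehicle for no effect and no substrate for full effect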
HEK293 cAMP ctrl: qHTS Assay for Agonists of the Thyroid Stimulating Hormone Receptor: Activators of Intracellular cAMP Concentrations in Parental HEK 293 | parental HEK293 CNG cAMP sensor, membrane potential fluorescence | Potency, µM (doses to about 57.1 µM), for the others: at the top dose activation, usual class: activators | 73,000 tested, 2.5% active | AID 938, 2007; further: potency means the concentration at half of the fitted maximal effect; % of control where 0% means no effect; nearly all actives have a fitted effect of over 55% in size
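Counterscreen for endogenous-receptor signalling: CNG-channel HEK 293 cells report cAMP rise by membrane depolarization. After 60 min dye equilibration with 100 uM RO 20-1724, compounds incubated 30 min before bottom-read fluorescence at 590 nm.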
USP2a inh: qHTS Assay for Inhibitors of Ubiquitin-specific Protease USP2a; Ubiquitin carboxyl-terminal hydrolase 2 (Homo sapiens), O75604; AID 927, 2007; USP2a enzymatic assay, qHTS inhibition; 60,000 tested, 0.1% active; Potency, µM (series often up to 38.3 µM), without a hit: at the top dose activity change, negative = inhibition, actives largely listed as inhibitors;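 further: potency means the concentration at half of the fitted maximal effect; nearly all actives have a fitted effect of over 60% in size; plate controls were DMSO for no effect and NEM full inhibition control for full effect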
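USP2 core (20nM final) preincubated 30 min RT with compound, then Ub-PLA2 20nM and NBD C6-HPC 20uM final added; buffer 20mM Tris-HCl pH 8.0, 2mM CaCl2. Fluorescence Ex 460/Em 535 read at 0 and 2.5 h; normalized to NEM.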
Tau fil binding: qHTS Assay for Tau Filament Binding | recombinant tau filaments, thioflavin S fluorescence, 15 h; filaments grown with octadecylsulfate alongside compound | Potency, µM (doses to about 57.1 µM), without a hit: at the top dose activity change, negative = inhibition | 71,000 tested, 2% active | Microtubule-associated protein tau (Homo sapiens), P10636;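 further: potency means the concentration at half of the fitted maximal effect; on the % scale 0 is the no-effect control and ±100 the full control effect; actives lower thioflavin S fluorescence by blocking filaments or displacing dye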
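His-tagged recombinant human tau (exons 2, 3, 10; 1 uM final) fibrillized with 30 uM sodium octadecylsulfate, 15 h at 37 C, in pH 7.4 HEPES buffer with 10 uM thioflavine S and 5 mM DTT. Reduced ThS fluorescence (450/510 nm) marks activity.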
HADH2 inhib: qHTS Assay for Inhibitors of HADH2 (Hydroxyacyl-Coenzyme A Dehydrogenase, Type II). 3-hydroxyacyl-CoA dehydrogenase type-2 (Homo sapiens), Q99714. recombinant HADH2, NADH fluorescence, beta-hydroxybutyryl-CoA. 73,000 tested, 3.4% active. Potency, µM (series often up to 57.1 µM), without a hit: at the top dose activity change, negative = inhibition, hits mostly inhibitors; further: potency means the concentration at half of the fitted maximal effect; on the % scale 0 is the no-effect control and ±100 the full control effect; nearly all actives have a fitted effect of over 60% in size; many of its hits are not listed in these tables
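His-tagged recombinant enzyme from E. coli, 20 nM, preincubated 15 min RT with compound; reaction started with 1 mM NAD+ and 90 uM beta-hydroxybutyryl-CoA in 100 mM Tris-HCl pH 9.0. NADH fluorescence (ex 360/em 450) read over 4 min; last-minus-first difference.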
ALOX15 inhib: qHTS Assay for Inhibitors of 15-hLO (15-human lipoxygenase); 74,000 tested, 1.4% active; Potency, µM (series often up to 57.1 µM), without a hit: at the top dose activity change, negative = inhibition, actives largely listed as inhibitors; purified 15hLO-1, xylenol orange hydroperoxide absorbance; Polyunsaturated fatty acid lipoxygenase ALOX15 (Homo sapiens), P16050; further: potency means the concentration at half of the fitted maximal effect; on the % scale 0 is the no-effect control and ±100 the full control effect; nearly all actives have a fitted effect of over 55% in size
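Purified human 15hLO-1 (40 nM) in 25 mM Hepes pH 7.5, 0.01% Triton X-100, preincubated 15 min RT with compound, then 50 uM arachidonic acid for 6 min. Hydroperoxide read by ferrous/xylenol orange, 30 min; 573/405 nm absorbance ratio gave progress.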
Active calls of the source: *; i = inactive; ? = inconclusive; · = no result given; [ ] = another dose, or the depositor's remark. Unless noted, the call rests on the fitted dose curve; in most records, active means well fitted curve in the direction sought with a large enough effect; inconclusive means small, poorly fitted or top-dose-only effect, or another doubt; inactive means no such curve, though single readings can be large; an effect the other way counts as inactive or inconclusive. A portion of the library (hit frequency here may not be typical).

SMILES	Rhodamine autofl	BRCT PPI red	BRCT PPI green	Caspase-7 inhib	DNA Pol III inh	Caspase-1 inhib	HEK293 cAMP ctrl	USP2a inh	Tau fil binding	HADH2 inhib	ALOX15 inhib
COC(=O)c1ccc(NC(=O)CSc2nnc(-c3ccncc3)n2C)cc1	i	0.8%	-0.4%	1%	1%	-1%	1%	·	-20%	-1%	17%
CCCCN(C)C(=O)c1oc2ccc(S(=O)(=O)N3CCCCCC3)cc2c1C	i	1.3%	-2.4%	-3%	0%	-2%	?	-20%	13%	-4%	-18%
CCc1nc2ccccc2n(CC)c1=O	i	0.3%	-1.6%	0%	-1%	0%	2%	2%	12%	13%	1%
Cc1cc(Cl)ccc1OCCCC(=O)NO	·	2.2%	-2.1%	0%	·	-4%	-3%	·	·	0%	?
Cc1cc(NC(=O)COC(=O)c2c(C)nn(-c3ccccc3)c2C)no1	i	-0.7%	-6.8%	0%	-4%	2%	8%	1%	-13%	16%	7%
COc1ccc(OC)c(NC(=O)C2CC(=O)N(c3ccccc3)C2)c1 (stereo not drawn)	i	0.0%	-4.5%	1%	-5%	-2%	1%	3%	6%	-11%	-5%
CCSc1nnc(NC(=O)C2CC=CCC2C(=O)O)s1 (stereo not drawn)	·	-0.7%	-3.7%	-2%	-28%	-1%	1%	-2%	7%	-8%	-1%
C/C(CCN1CCCCc2nc(C)c(C)cc21)=N\O[C@@H](C)c1cn([C@@H]2COC[C@@H]2O)nn1	·	-0.6%[15.4 µM]	-0.4%[15.4 µM]	-1%[11.5 µM]	·	-4%[11.5 µM]	6%[11.4 µM]	·	·	-3%[11.4 µM]	4%[11.4 µM]
COc1ccc(C)cc1NC(=O)C1CCCN(S(=O)(=O)c2cnc[nH]2)C1 (stereo not drawn)	·	-1.2%	-1.7%	0%	-4%	-4%	-5%	·	-8%	-1%	0%
Cc1nc2cnc(OCc3ccccc3)nc2n(Cc2ccc(F)cc2)c1=O	i	0.9%	10.0%	-2%	-5%	-1%	?	62%[activator]	10%	-2%	-8%
Cc1oc(-c2ccc(F)cc2)cc1-c1nn2c(-c3ccoc3C)nnc2s1	i	-2.7%	-3.5%	-26%	-16%	-5%	16µM*	?	58%	25µM*	?
CCN(C(=O)CCS(=O)(=O)c1ccc(Br)cc1)c1ccc2c(c1)OCO2	i	-1.5%	-2.1%	-1%	5%	-4%	20%	7%	8%	3%	20%
CCn1c(SCC(=O)N2CCCC2)nc2c1c(=O)n(C)c(=O)n2C	i	-0.1%	2.0%	0%	1%	-1%	1%	3%	6%	-4%	-2%
CCOC(=O)NC1(C(F)(F)F)NC(=O)N(C2CCCCC2)C1=O (stereo not drawn)	i	0.0%	-3.3%	-2%	-8%	1%	-3%	-5%	-5%	1%	-2%
CCOCC(=O)Nc1nnc(COCC)s1	i	-0.8%	-0.6%	-1%	3%	1%	3%	-6%	9%	?	4%
C[C@H](C[C@H](N)C(=O)O)C(=O)O	·	-1.7%	-1.8%	2%	-4%	1%	2%	·	?	-2%	-11%[25.6 µM]
COc1ccccc1CNc1ncncc1-c1ccoc1	i	-2.9%	5.6%	-9%	-3%	-1%	-1%	38%[activator]	-8%	?	10µM*
Cc1cccc2cc(C(c3nnnn3CC3CCCO3)N3CCCC4(CCCCC4)C3)c(=O)[nH]c12 (stereo not drawn)	i	1.2%	-4.6%	-9%	-1%	-6%	24%	3%	-1%	9%	-11%
CCOc1ccc(NC(=O)Nc2ccc(N(C)C(C)=O)cc2)cc1	i	-0.1%	-2.0%	0%	-2%	0%	-8%	7%	-1%	-6%	-4%
O=S(=O)(NC1CCCC1)c1ccc(Br)s1	i	0.5%	0.3%	1%	-2%	-2%	9%	9%	-12%	-3%	-2%
COc1cc(C2N(c3ccccc3)CCN2c2ccccc2)ccc1OC(C)=O	·	-0.1%	-3.4%	-3%	1%	-4%	7%	1%	338%	-1%	10%
CC1Cc2cc(/C(O)=C3/C(=O)C(=O)N(CCCn4ccnc4)C3c3ccco3)ccc2O1 (stereo not drawn)	i	-0.3%	-5.0%	-4%	-4%	-2%	?	-8%	-5%	-4%	-1%
CN(CCc1ccccn1)Cc1ccc(Cl)cc1	i	-1.7%	-0.3%	2%	0%	0%	9%	3%	7%	0%	5%
O=C(Nc1ccc(N2CCCCC2)cc1)c1cccnc1	i	-1.4%	-1.3%	0%	-3%	0%	3%	17%	?	-17%	-4%
Cc1cccc(N(C(=O)Cn2nnc3ccccc32)C(C(=O)NCc2ccco2)c2ccncc2)c1 (stereo not drawn)	i	-0.6%	0.6%	-2%	-1%	-1%	-2%	4%	6%	-6%	-1%
O=C1c2ccccc2C(O)N1CCN1CCOCC1 (stereo not drawn)	·	0.9%	-3.5%	-1%	-2%	1%	4%	·	-3%	7%	3%
CCN1CCN(c2nc3c(c(=O)n(C)c(=O)n3C)n2CCSc2ncccn2)CC1	i	-0.1%	1.1%	0%	-4%	-1%	-9%	0%	6%	-30%	8%
CCCc1cc(-n2ccnc2)n2c(nc3ccccc32)c1C#N	i	0.4%	-0.1%	0%	0%	0%	16%	0%	10%	11%	-13%
C=CCn1c(COc2ccccc2F)nnc1SCC(=O)N1CC(=O)Nc2ccccc21	i	-1.7%	0.2%	-2%	1%	-3%	3%	27%	3%	7%	5%
Cc1ccc(NCc2nnc(SCCN3CCCCC3)n2CC2CCCO2)cc1Cl (stereo not drawn)	i	-1.4%	-1.7%	2%	1%	-1%	?	10%	?	2%	3%
COc1cc(S(=O)(=O)NC2CCCC2)ccc1Cl	i	-1.2%	-1.4%	0%	-5%	-2%	0%	-1%	-9%	0%	-6%
CC(NC(=O)Cn1cc2c(n1)CCCCC2)c1ccccc1 (stereo not drawn)	·	-0.4%	0.3%	-2%	5%	4%	-1%	·	4%	2%	7%
Cc1cc(NC(=O)CNC(=O)C2CCCCC2)no1	·	0.0%	0.6%	1%	6%[11.4 µM]	-1%	0%[11.4 µM]	0%[7.66 µM]	16%[11.4 µM]	-1%[11.4 µM]	15%[11.4 µM]
CCC(=O)Nc1cccc(-n2nnnc2SCC(=O)NCc2ccco2)c1	i	-1.4%	-1.3%	-2%	-4%	-3%	1%	1%	-10%	-4%	3%
CCOC(=O)N1CCC(N2CC34C=CC(O3)C(C(=O)Nc3ccc(C(C)C)cc3)C4C2=O)CC1 (stereo not drawn)	·	-0.2%	-2.3%	1%	-4%	-5%	0%	·	-12%	5%	-1%
O=C(Nc1ccc2c(c1)OCO2)Nc1cnccn1	i	-1.0%	-1.0%	-2%	-7%	-1%	2%	2%	6%	-5%	-4%
CC(C)c1nnc(SCc2ccc(CSc3nnc(C(C)C)n3N)cc2)n1N	i	1.2%	-0.7%	0%	3%	-9%	-1%	-3%	9%	20%	14%
